NCI-60 one-dose screen, 48 h, at 10 µM unless noted. Numbers give growth in % (100 = growth as untreated, 0 = no growth, -100 = all killed).
OVCAR-5: OVCAR-5 ovarian cancer; 2.9% of 82,000 active
U251: U251 CNS tumor cells; 5.4% of 80,000 active
OVCAR-3: OVCAR-3 ovarian cancer; 7% of 79,000 active; AID 1794787
SK-OV-3: SK-OV-3 ovarian cancer cells | 3.2% of 80,000 active | AID 1794785
DU-145: DU-145 prostate cancer; 4.2% of 81,000 active; AID 1794760
OVCAR-4: OVCAR-4 ovarian cancer cells | 3.7% of 80,000 active
OVCAR-8: OVCAR-8 ovarian cancer; 4.4% of 81,000 active; AID 1794782
PC-3: PC-3 prostate cancer cells | 3.9% of 80,000 active
SF-268: SF-268 CNS cancer cells; 3.1% of 82,000 active
The depositor's hits bear a star; · = not tested or not shown; & = joins results of further samples. The calls were made as follows: active = growth percent below 10; inactive = the rest.

canonical_smiles	OVCAR-5	U251	OVCAR-3	SK-OV-3	DU-145	OVCAR-4	OVCAR-8	PC-3	SF-268
O=C1c2cc(F)ccc2Oc2cc([N+](=O)[O-])ccc2N1c1ccc(F)cc1F	102	89	106	113	95	89	87	91	78
O=c1[nH]cnc2c1C(c1ccc(F)cc1)c1sc3c(F)cccc3c1O2 (stereo not given)	89	100	98	100	93	81	98	85	91
C=C[C@@H]1C[C@H](O)Cc2ccccc2N1	106	99	125	114	115	113	103	106	107
Cc1ccc(-c2cc(-c3cccc(Cl)c3)[nH]c(=O)c2C#N)s1	111	100	107	110	113	98	97	97	102
O=C1CC(c2ccc(F)c(F)c2)c2snc(C(=O)O)c2N1 (stereo not given)	96	97	107	103	111	95	102	98	98
COc1cc(CNC(=O)Cc2ccccc2)ccc1OCc1cn(-c2cccc(Cl)c2)nn1	102	100	99	·	106	94	96	103	95
CCOC(=O)c1nn(C)c2[nH]c(=O)n(C)c(=O)c12	98	108	114	107	120	·	102	101	123
COc1ccc2c(c1)N(Cc1ccc(Cl)cc1)CCC2N1CCCC1=O (stereo not given)	66	39	44	43	44	34	50	24	59
CCNC(=O)COc1ccc(Br)cc1Br	107	90	105	104	101	97	95	89	93
O=C(N/N=C\c1cc(=O)[nH]c(=O)[nH]1)c1ccncc1	102	108	122	122	117	110	113	104	106
N#C/C(=C\c1ccc(Br)cc1)n1nnc2cccc(F)c21	10	16	-31*	78	0.4*	17	8.4*	29	24
O=S(=O)(NCCNc1nccc(-c2c(-c3ccc(O)cc3)nc3sccn23)n1)c1ccc(O)cc1	123	104	95	107	112	94	96	94	100
COc1ccc2[nH]c(O)c(/C=c3/ccc4c(c3)N=C(c3cc(OC)c(OC)c(OC)c3)N=4)c2c1	106	88	92	96	103	93	68	82	91
COC(=O)C1(C(=O)Nc2ccc([N+](=O)[O-])cc2)CCCO1 (stereo not given)	105	106	112	118	108	107	105	106	101
Nc1ccc(NCc2c(-c3ccccc3)no[n+]2[O-])cc1	131	107	118	140	112	116	104	95	101
CCCCCCCCCCCC[n+]1ccccc1 (tested in a mixture with another compound)	-23*	-24*	-63*	-18*	12	4.0*	-30*	-62*	-9.0*
Cc1c(C(=O)NCCc2ccccc2)sc2ncc(-c3ccc(Br)cc3)n12	96	104	103	106	107	116	108	97	107
CCOC(=O)c1c(C=O)nc2ccccc2c1/C=C/c1ccc(Cl)cc1	101	93	99	95	96	86	104	91	91
S=C1N[C@@H]2[C@H](N1)N(c1ccccc1)C(=S)N2c1ccccc1	100	109	103	101	102	110	108	92	91
CC(C)C[C@H](NC(=O)Cn1ccc(NCc2ccccc2)cc1=O)B(O)O	39	45	-54*	56	37	48	51	49	3.1*
Cn1cnc2c(cnn2C)c1=N	87	96	114	100	105	116	100	101	94
O=C(Cn1cnc2c(cc(-c3ccccc3)n2-c2ccccc2)c1=O)Nc1ccccc1	96	100	115	102	101	104	102	92	101
COc1ccc(/C=C/c2c(C(=O)c3ccccc3)c(C)nc3ccccc23)cc1	95	84	89	97	99	71	85	72	84
CCCCCCCCSCCCC(=O)O	116	93	108	122	111	98	104	103	111
Nc1ncc(C#Cc2cncc(NC(=O)c3cccc(OC(F)(F)F)c3)c2)c2cccnc12	85	101	118	92	76	78	99	96	98
COc1ccc(-c2nn(-c3cccc(Cl)c3)cc2-c2c(C#N)c(N)n(N)c(=O)c2C#N)cc1	84	·	72	95	91	89	73	54	60
c1ccc2[nH]c(-c3ccc(Nc4nc(N5CCCCC5)nc(N5CCOCC5)n4)cc3)nc2c1	74	8.0*	11	22	39	61	46	12	34
O=C1CC(=O)N2CSCN(C(c3ccccc3)c3nc4ncncc4[nH]3)C2=N1 (stereo not given)	111	98	107	113	110	107	·	98	103
OC1CCc2c(-c3ccc4ncnc(N5CCc6cc(F)c(Cl)cc65)c4c3)cncc21 (stereo not given)	47	70	38	58	36	56	53	41	43
COc1ccc(-c2ccc(-c3ccc(C(=N)N)cn3)o2)cc1	77	76	97	78	89	61	76	68	81
Cc1cc(C)c2c(N)c(C(=O)Nc3ccc(C(F)(F)F)cc3)sc2n1	90	44	96	82	95	55	77	74	68
Fc1ccc(-c2nnc(-c3ccc4ccccc4c3)o2)cc1	101	103	105	95	103	96	92	85	97
CC(=O)Nc1ccc(O)c(C)c1	104	93	107	105	109	100	100	87	100
O=C1OC(c2ccc(-c3ccccc3)cc2)=C/C1=C/C=C/c1ccccc1	91	100	99	102	111	95	103	105	91
CO[C@]12C=C/C(=C(/C(=O)OCc3cccnc3)C(=O)CCCCCCCC[C@@]3(OC)C=C/C(=C(/C(=O)OCc4cccnc4)C(=O)CCCCCCCC1)O3)O2	-5.2*	20	-19*	57	20	11	20	8.8*	9.0*
CCN(CC)CCNc1cccc2c(SC)ccnc12	85	101	102	118	114	102	91	83	89
O=C(O)CN(CCOCCOCCN(CC(=O)O)CC(=O)O)CC(=O)O	112	102	110	108	110	109	104	94	105
N#C/C(C(=O)c1ccccc1)=C1/C(=O)Nc2ccc([N+](=O)[O-])cc21	113	91	79	103	103	·	91	79	91
COc1ccc(C(=O)C[n+]2cn(CC(=O)Nc3cccc4cccnc34)c3ccccc32)cc1	91	86	42	105	99	25	98	68	69
Cc1cc2c(C#N)n3c(c2cc1C)C(=O)C(c1ccccc1)Oc1ccccc1-3 (stereo not given)	49	18	25	40	64	22	24	28	35
COc1cc(/C=N/Nc2ccccc2F)cc(OC)c1OC	95	93	108	111	106	92	92	89	83
COc1cc2cc3c4cc(OC)c(OC)cc4cc[n+]3c(C)c2cc1OC (tested in a mixture with another compound)	92	47	72	86	69	70	48	55	20
CCCCCCC(c1ccc(N(C)C)cc1)c1ccc(N(C)C)cc1	88	101	111	115	105	88	107	92	107
CC(C)(C)C(C)(C)NC(=O)C(O)COC(=O)c1ccc(Cl)cc1 (stereo not given)	101	97	103	102	106	101	98	99	96
CC(=O)CC(c1cccs1)c1c(-c2ccccc2)[nH]c2cc(C)ccc12 (stereo not given)	92	85	73	88	93	68	83	70	68
COc1ccc(NC(=S)N2CCN(c3nc(-c4ccc(C)cc4)nc4ccccc34)CC2)cc1	83	87	92	97	84	93	95	67	69
CCC(=O)c1c(CC)ccc2ccccc12	98	97	·	103	105	101	100	99	100
COC(=O)/C=C1/S/C(=N/NC(=O)COc2cc(=O)n(C)c3ccccc23)N(c2ccccc2)C1=O	94	98	116	109	107	100	97	97	99
O=C1CCCCN1	95	105	111	101	111	105	98	99	105
O=C(Nc1nc2ccc(C(F)(F)F)cc2s1)c1cc(Cl)ccc1O	28	8.4*	8.1*	-16*	26	20	13	7.2*	19

6 records drawn at random from the list so far, as already listed:
canonical_smiles	OVCAR-5	U251	OVCAR-3	SK-OV-3	DU-145	OVCAR-4	OVCAR-8	PC-3	SF-268
O=C1CC(=O)N2CSCN(C(c3ccccc3)c3nc4ncncc4[nH]3)C2=N1 (stereo not given)	111	98	107	113	110	107	·	98	103
O=C1CCCCN1	95	105	111	101	111	105	98	99	105
c1ccc2[nH]c(-c3ccc(Nc4nc(N5CCCCC5)nc(N5CCOCC5)n4)cc3)nc2c1	74	8.0*	11	22	39	61	46	12	34
CC(=O)Nc1ccc(O)c(C)c1	104	93	107	105	109	100	100	87	100
O=C(Nc1nc2ccc(C(F)(F)F)cc2s1)c1cc(Cl)ccc1O	28	8.4*	8.1*	-16*	26	20	13	7.2*	19
COc1ccc(-c2nn(-c3cccc(Cl)c3)cc2-c2c(C#N)c(N)n(N)c(=O)c2C#N)cc1	84	·	72	95	91	89	73	54	60

Other compounds follow:
canonical_smiles	OVCAR-5	U251	OVCAR-3	SK-OV-3	DU-145	OVCAR-4	OVCAR-8	PC-3	SF-268
O=c1cn[nH]c2ccc(Br)cc12	108	·	105	99	105	109	99	95	100
COc1cc(OC)c(Br)c(OC)c1	96	97	109	112	118	117	107	108	100
O=[N+]([O-])c1ccc(Oc2ccccc2)cc1	97&96	105&102	111	103&109	127&117	121&113	103&109	88&82	99&106
c1ccc2c(c1)CN(C1CCCCC1)CO2	108	107	106	123	118	121	118	89	102
CCCCC(Nc1ncnc2nc[nH]c12)C(=O)O (stereo not given)	95	103	105	94	106	104	104	100	100
COc1cc(-c2cccc([N+](=O)[O-])c2)c(-c2nc(-c3ccccc3)c(-c3ccccc3)n2C2CC2)cc1OC	87	67	66	80	87	62	63	24	77
Cc1c(C)c2c(c(C)c1NC(=O)CCC(=O)O)CCC(C)(CCCC(C)CCCC(C)CCCC(C)C)O2 (stereo not given)	130	102	116	·	106	99	101	106	113
Nc1nc(N)nc(-c2ccccn2)n1	99	·	114	101	111	89	124	102	109
COc1cccc(NC(=O)CCC(=O)O)c1	103	97	103	105	99	95	106	99	102
O=C(Nc1ccc(Br)cc1)C1=NCCCCN1	85	92	103	96	85	96	75	74	80
CC/C(=C(\c1ccc(OCCN2CCOCC2)cc1)c1ccc(OC(=O)C2CCCCC2)cc1)c1ccc(Cl)cc1	105	103	105	108	107	111	101	96	99
CC[N+](C)(C)Cc1ccccc1Br	95	101	119	110	115	127	109	81	112
C=C(C)C(C(=O)OCC)(C(=O)OCC)C(C)C	95	102	116	107	120	99	108	108	112
COc1ccc(C2CC(=O)Nc3c2c(C)nn3-c2ccccc2)cc1 (stereo not given)	93	103	102	125	100	104	104	94	99
CCCCCCCCCCCCCCCCNC(=S)N/N=C/c1cccc2ccccc12	110	103	104	107	103	112	102	106	99
Cc1ccc2nc(NC(=O)CSc3nc(-c4ccccc4)c(C#N)c(=O)[nH]3)sc2c1	101	94	111	95	105	97	98	97	97
COc1ccc(Nc2nc(SCC(C)C)nc(-c3ccc(F)cc3)c2C#N)cc1	94	57	21	73	79	81	89	49	75
NS(=O)(=O)c1ccc(Nc2nc(N/N=C/c3ccc(-n4ccnc4)cc3)nc(Nc3ccccc3)n2)cc1	124	100	116	131	108	107	114	101	93
Cn1c(=O)c2c(nc(Nc3cc(=O)[nH]c(=O)[nH]3)n2CC(=O)Nc2ccc(S(N)(=O)=O)cc2)n(C)c1=O	93	102	110	110	107	103	101	102	98
COc1ccc(CSc2nc3cc(OC)c(OC)cc3c(=O)n2-c2ccccc2OC)cc1	99	97	107	112	105	95	94	88	103
C/C(=N\Nc1ccc(S(N)(=O)=O)cc1)c1sc2nc3ccccc3n2c1C	98	102	105	·	96	·	106	104	111
CC(=O)C(C(C)=O)C(c1ccccc1)C(C(C)=O)C(C)=O	102	94	116	95	108	87	97	90	108
NC[C@H]1O[C@H](O[C@H]2[C@H](O)[C@@H](O[C@H]3O[C@H](CO)[C@@H](O)[C@H](N)[C@H]3O)[C@H](N)C[C@@H]2N)[C@H](N)C[C@@H]1O	·	115	131	111	112	119	102	102	116

Screening data (PubChem BioAssay)

Random draw from the library, and some 9.5% of all compounds hit somewhere here.
